Screening data deposited in PubChem by National Center for Advancing Translational Sciences (NCATS).
N370S GC: inhibitors or activators of N370S glucocerebrosidase for Gaucher disease | 330,000 tested, 0.092% active | N370S GC spleen homogenate, 4MU-glucoside fluorescence | AID 2101 | Potency, µM (titrated, usually from 59.4 µM), without a hit: at the highest dose activity change, negative = inhibition, hits mostly inhibitors | P04062;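 note: 0% = full enzyme activity and -100% = no enzyme basal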
FEN1 inhibitor: inhibitors of human flap endonuclease 1; Recombinant FEN1 flap cleavage, fluorescence, 15 min; P39748; Potency, µM (series often up to 114 µM), for inactives: top-dose activity change, negative = inhibition, most hits filed as inhibitors; 390,000 tested, 0.35% active; note: nearly all actives have a fitted effect of over 65% in size
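Potency values derive from four-parameter Hill fits of normalized qHTS data. The reaction used 10 nM FEN1 preincubated 15 min at room temperature with compound, then 50 nM DNA substrate, read at 0 and 15 min.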
GCN5L2 inh: GCN5L2 (KAT2A) acetyltransferase inhibition | GCN5L2 HAT assay, ThioGlo1 CoA-SH fluorescence | Potency, µM (series often up to 58.9 µM), for the others: at the highest dose activity change, negative = inhibition, hits mostly inhibitors | 390,000 tested, 0.21% active | AID 504327
Target sequence (Q92830 whole entry, looked up): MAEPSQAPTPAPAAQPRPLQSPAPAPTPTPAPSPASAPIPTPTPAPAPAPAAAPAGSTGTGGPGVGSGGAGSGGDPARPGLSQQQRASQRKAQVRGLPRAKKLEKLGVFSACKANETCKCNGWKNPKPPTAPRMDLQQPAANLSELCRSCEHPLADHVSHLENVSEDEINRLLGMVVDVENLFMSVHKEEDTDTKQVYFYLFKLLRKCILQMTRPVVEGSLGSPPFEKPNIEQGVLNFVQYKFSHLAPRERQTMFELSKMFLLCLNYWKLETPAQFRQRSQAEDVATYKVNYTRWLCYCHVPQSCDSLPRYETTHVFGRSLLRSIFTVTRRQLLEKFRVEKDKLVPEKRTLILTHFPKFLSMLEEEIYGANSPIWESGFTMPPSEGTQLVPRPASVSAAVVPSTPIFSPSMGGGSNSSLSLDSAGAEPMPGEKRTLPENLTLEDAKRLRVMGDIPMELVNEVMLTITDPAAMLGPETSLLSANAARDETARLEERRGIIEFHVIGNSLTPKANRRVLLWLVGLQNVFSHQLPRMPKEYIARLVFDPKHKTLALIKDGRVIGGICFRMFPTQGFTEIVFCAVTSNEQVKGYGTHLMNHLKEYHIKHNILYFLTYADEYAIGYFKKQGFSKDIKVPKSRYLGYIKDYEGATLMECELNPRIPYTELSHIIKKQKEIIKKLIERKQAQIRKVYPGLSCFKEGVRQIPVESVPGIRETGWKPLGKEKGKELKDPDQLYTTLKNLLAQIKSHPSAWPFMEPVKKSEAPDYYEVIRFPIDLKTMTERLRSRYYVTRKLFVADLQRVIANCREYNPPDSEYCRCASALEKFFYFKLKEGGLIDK
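Preincubate 20nM GCN5L2 with compound 15 min, RT → add 50uM ThioGlo1 + 75uM H3(1-25) + 70uM acetyl-CoA → read fluorescence 0 and 20 min. Primary qHTS; fluorescent artifacts likely.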
Numbers without * were called inactive; ? = inconclusive; · = no result given; & = joins results of further samples; [ ] = another dose, or the depositor's remark. Calls come from the whole dose curve; as a rule, active = well fitted curve in the direction sought with a large enough effect; inconclusive = small, poorly fitted or top-dose-only effect, or another doubt; inactive = no such curve, though single readings can be large; an effect the other way counts as inactive or inconclusive. Unless noted, % is set by controls: 0 for no effect and ±100 for the full control effect; potency is the fitted concentration of half-maximal effect. These rows are one share of the data. The share of hits here may be higher or lower than overall.

Values run as follows: N370S GC	FEN1 inhibitor	GCN5L2 inh
CS(=O)(=O)c1nc(-c2ccccc2)cc(-c2ccccc2)c1C#N
    -1%	1%	63%[activator]
NCCCn1c(C(=O)c2ccc(Cl)cc2)c2ccc([N+](=O)[O-])cc2[n+]1[O-]
    -9%	3%	-8%
Cc1ccc(Cl)cc1NC(=O)COC(=O)CC(C)(C)CC1=NS(=O)(=O)c2ccccc2N1
    ·	14%	-5%
O=C(Nc1ccc(Cl)cc1)C1C2C=CC3(O2)C1C(=O)N(CCN1CCCCC1)C3C(=O)NC1CCCCC1 (stereo unspecified)
    1%	-2%	-2%
CC(C)c1onc(C(=O)NC(C)c2ccccc2)c1[N+](=O)[O-] (stereo unspecified)
    11%	-14%	-7%
Cc1cc2nn(-c3ccc(F)cc3)nc2cc1NC(=O)c1cccc([N+](=O)[O-])c1C
    ·	6%	-7%
CC(NCC(O)COCc1cccs1)C1CC2CCC1C2 (stereo unspecified)
    5%	-8%	-5%
COC(=O)c1cc(C(=O)OCC(=O)NC(=O)c2ccccc2)cc([N+](=O)[O-])c1
    -2%	-6%	-3%
O=C(Nc1cccc(F)c1)N1CC2(CCN(C(=O)c3ccco3)CC2)C1
    14%	·	-10%
CN(C)C(CNC(=O)CNC(=O)Cc1cccc2ccccc12)c1ccccc1 (stereo unspecified)
    -5%	-13%	0%
O=C(CCNC(=O)Cn1ccc2ccccc2c1=O)NCCc1ccc(Cl)cc1
    0%	5%	-4%
CCN(C(=O)COC(=O)c1ccc2[nH]c3c(c2c1)CCCC3)C1CCS(=O)(=O)C1 (stereo unspecified)
    -5%	-7%	-5%
O=C(Nc1ccon1)C(Sc1ccccc1)c1ccccc1 (stereo unspecified)
    11%	-21%	-2%
C#CCOCCOCCOCCNc1nc(N2CCN(C(=O)C(Cc3ccc(O)cc3)n3cc(C(N)CC(C)C)nn3)CC2)nc(N2CCN(C(=O)C(Cc3ccc(O)cc3)n3cc(C(N)C(C)CC)nn3)CC2)n1 (stereo unspecified)
    2%	3%	-5%
CCn1c(CNC(=O)c2ccc(OC)cc2)nnc1SC
    0%	1%	-2%
COc1cc(CNc2ncc(-c3ccc(Cl)cc3)n2C)cc(OC)c1OC
    1%	0%	-4%
O=S(=O)([N-]c1nc2ccccc2nc1-n1cc[n+](Cc2ccccc2)c1)c1ccccc1
    28%	-8%	-7%
CCCOc1ccc(Cc2nc(N)nc(N)n2)cc1
    -23%	2%	0%
CCn1c(SCC(=O)Nc2ccc(OC)c(OC)c2)nnc1-c1c[nH]c2ccccc12
    0%	-15%	-11%
O=C(N/C(=C/c1ccccc1F)C(=O)N1CCCCC1)c1ccccc1
    0%	1%	2%
CCCN(N=Nc1cccc([N+](=O)[O-])c1)c1cccc([N+](=O)[O-])c1
    -2%	-6%	3%
ONC=Nc1cccc2nonc12
    -3%	2%	-9%
Cc1cccc(C(=O)NNC(=O)c2c(-c3ccccc3Cl)noc2C)c1O
    -16%	-5%	-1%
Nc1ccc(C(=O)Nc2cccc3ncccc23)cc1
    -5%	18%	-3%
O=C(NCC(=O)N(Cc1ccco1)C(C(=O)NC1CCCCC1)c1cccnc1)c1cccs1 (stereo unspecified)
    -23%	-5%	-19%
O=C(c1cccc(C(F)(F)F)c1)C1CCCN(C(=O)C2CCOCC2)C1 (stereo unspecified)
    -3%	7%	-17%
CSc1ccc(/C=N/N2CCN(C)CC2)cc1
    7%	-10%	-5%
CCCN(CCC)CCCNC(=S)Nc1ccc2nc(N3CCN(C)CC3)cc(C)c2c1
    21%	-8%	0%
O=C(c1cc(COc2ccc3ncccc3c2)on1)N1CCCC1
    -2%	-2%	-24%
Brc1ccccc1OCCCCn1cnc2ccccc21
    17%	-12%	1%

Single records, from the list above. Values in the order: N370S GC, FEN1 inhibitor, GCN5L2 inh
Entry for CN(C)C(CNC(=O)CNC(=O)Cc1cccc2ccccc12)c1ccccc1 (stereo unspecified) → -5%, -13%, 0%
Entry for O=S(=O)([N-]c1nc2ccccc2nc1-n1cc[n+](Cc2ccccc2)c1)c1ccccc1 → 28%, -8%, -7%
Entry for CC(NCC(O)COCc1cccs1)C1CC2CCC1C2 (stereo unspecified) → 5%, -8%, -5%
Entry for Nc1ccc(C(=O)Nc2cccc3ncccc23)cc1 → -5%, 18%, -3%
Entry for O=C(c1cc(COc2ccc3ncccc3c2)on1)N1CCCC1 → -2%, -2%, -24%

The listing continues:
Values run as follows: N370S GC	FEN1 inhibitor	GCN5L2 inh
O=C(O)CSc1ncnc2nc[nH]c12
    -2%	-1%	-3%
COc1cccc(CNc2ncnc3cc(OC)c(OC)cc23)c1
    0%	-10%	0%
CC1(C)COC(/C=C/c2ccc([N+](=O)[O-])cc2)=N1
    0%	2%	-3%
CN1CCN(NC(=O)c2ccc(Cl)c(S(=O)(=O)Nc3ccc(Cl)cc3)c2)CC1
    -5%	19%	0%
COc1ccc(-c2cc(C(=O)N3CCN(c4ccccc4OC)CC3)c3cc(C(C)C)ccc3n2)cc1
    ·	2%	-12%
COc1ccc(NC(=O)CN(Cc2ccco2)Cc2ccco2)cc1S(=O)(=O)N1CCCCC1
    ·	12%	-7%
COCCCNCC(O)COc1ccccc1F (stereo unspecified)
    6%	6%	-8%
Fc1ccc(C(NCCc2ccccc2)c2nnc(-c3ccccc3Cl)o2)cc1 (stereo unspecified)
    ·	-20%	3%
CN(C)c1ccc(/C=N/NC(=O)c2ccco2)cc1
    -17%	0%	-7%
COc1ccc(S(=O)(=O)Nc2ccc3c(c2)OCCO3)cc1OC
    8%	-7%	-6%
O=C(CC1N=C2c3ccccc3N=C(SCC(=O)Nc3ccc(F)cc3)N2C1=O)NCc1ccc2c(c1)OCO2 (stereo unspecified)
    ·	12%	-4%
N/C(=N\OC(=O)CCC1CCCCC1)c1cccc([N+](=O)[O-])c1
    6%	-25%	-11%
COc1ccc(CNC(=O)Nc2cccs2)cc1OC
    3%	-9%	-27%
CN(C#N)c1nc(Cl)nc(Nc2cccc(Cl)c2)n1
    12%	-5%	0%
COc1ccc(C(=O)Nc2ccc(C3=NNC(=O)CC3C)cc2NC(=O)c2ccc(OC)cc2)cc1 (stereo unspecified)
    -8%	6%	-13%

An excerpt from above in order of count of non-hydrogen atoms, ascending.
Values run as follows: N370S GC	FEN1 inhibitor	GCN5L2 inh
O=C(O)CSc1ncnc2nc[nH]c12
    -2%	-1%	-3%
CC(C)c1onc(C(=O)NC(C)c2ccccc2)c1[N+](=O)[O-] (stereo unspecified)
    11%	-14%	-7%
N/C(=N\OC(=O)CCC1CCCCC1)c1cccc([N+](=O)[O-])c1
    6%	-25%	-11%
O=C(c1cc(COc2ccc3ncccc3c2)on1)N1CCCC1
    -2%	-2%	-24%
O=C(Nc1cccc(F)c1)N1CC2(CCN(C(=O)c3ccco3)CC2)C1
    14%	·	-10%
Cc1ccc(Cl)cc1NC(=O)COC(=O)CC(C)(C)CC1=NS(=O)(=O)c2ccccc2N1
    ·	14%	-5%
COc1ccc(C(=O)Nc2ccc(C3=NNC(=O)CC3C)cc2NC(=O)c2ccc(OC)cc2)cc1 (stereo unspecified)
    -8%	6%	-13%

Next structures follow:
Values run as follows: N370S GC	FEN1 inhibitor	GCN5L2 inh
O=C(Nc1cccc2c1CCCC2)c1ccccc1Br
    -5%	-1%	-17%
Cc1c(Br)c([N+](=O)[O-])nn1CC(=O)NC1CCCCCC1
    -1%	16%	-2%
COc1ccc(-n2cnc(N)c2C(=O)c2cccc([N+](=O)[O-])c2)cc1
    -19%	-15%	-3%
O=C(CCC1N=C2c3ccccc3N=C(SCC(=O)Nc3cccc(Cl)c3)N2C1=O)NCc1ccco1 (stereo unspecified)
    ·	-20%	-7%
Cc1nc2ccc(NC(=O)CCS(=O)(=O)c3ccccc3)cc2s1
    1%	0%	-9%
O=C(/C=C/c1ccco1)Nc1nnc(-c2ccco2)s1
    2%	-15%	-6%
CCC(C)(C)NC(=O)C(c1ccncc1)N(Cc1ccc(C)cc1)C(=O)c1csnn1 (stereo unspecified)
    -11%	-3%	-8%
CCC(C)NC(=O)c1c2c(nc3ccccc13)C(=O)N(C1CCCCC1)C2 (stereo unspecified)
    ·	-1%	-13%
NNC(=O)Nc1cccc(C(F)(F)F)c1
    6%	2%	0%
O=C(Cn1c(=O)n(CC(=O)NCc2ccccc2)c2ccccc21)NCc1ccccc1
    -9%	-6%	-17%
Cc1ccc(-n2nnc(-c3nsc(NC(=O)c4ccc(C)c(C)c4)n3)c2C)cc1
    ·	0%	-28%
Cc1cccc2[nH]c3c(N4CCN(C(=O)c5ccco5)CC4)ncnc3c12
    8%	-36%	-4%
COc1ccc(S(=O)(=O)N2CCC(C(=O)NCc3ccncc3)CC2)cc1C
    -6%	4%	-6%
CCOc1cc(C2C(C(C)=O)=C(C)Nc3ncnn32)ccc1O (stereo unspecified)
    -4%	-3%	1%
Cc1cccc(C)c1NC(=O)NC1(C(=O)NCc2ccncc2)CCCCC1
    0%	-3%	1%
CCCCCCCC/C=C\CCCCCCCC(=O)N[C@@H](CO)Cc1ccc(O)cc1
    ?	·	-25%
CC(=O)Nc1ccc(-c2cn3cc(C)ccc3n2)cc1
    8%	-4%	4%
Cc1cccc(C)c1NC(=O)c1sc(-n2nc(C)c(Cc3ccccc3)c2C)nc1C
    ·	-1%	-6%
CC(C)S(=O)(=O)c1oc(-c2ccc(F)cc2)nc1S(=O)(=O)c1ccccc1
    ·	-2%	-12%
O=C(N/N=C/c1ccncc1)c1ccc(NC(=O)c2cccc(Cl)c2)cc1
    -5%	-13%	-25%
COc1ccc(C(=O)C(OC(=O)CNC(=O)c2ccco2)c2ccccc2)cc1 (stereo unspecified)
    -5%	-12%	-22%
CCN(C(=O)COC(=O)CSc1cc(C)c2ccccc2n1)c1ccccc1
    3%	9%	?
COc1cccc(NC(=O)c2cc(CN3C(=O)c4ccccc4C3=O)ccc2OC)c1
    ?	-10%	-1%
C/C(=N\NC(=S)NCc1ccccc1)c1ccc(Cl)s1
    -12%	2%	-6%
Cc1nnc2c(Oc3ccccc3)nc3ccccc3n12
    0%	-2%	-1%
O=C(N/N=C/c1ccc[nH]1)c1ccc(COc2cccc3cccnc23)cc1
    1%	-6%	-11%
O[C@@](CCN1CCCCC1)(c1ccccc1)[C@@H]1C[C@H]2C=C[C@@H]1C2
    4%[21.6 µM]	·	-28%[21.4 µM]
O=C(CCn1c(=O)c2ccccc2n(CC(=O)NC2CCCC2)c1=O)NCc1ccco1
    -1%	2%	1%
N#Cc1c(NC(=O)CSc2nnc(-c3ccco3)n2-c2ccccc2)sc2c1CCC2
    4%	-3%	-11%
Cc1cc(C)n2c3c(c(C#N)c2n1)CC(C)(C)OC3
    -5%	6%	-15%
COC(=O)CSc1nnc(-c2ccco2)n1-c1ccc(C)cc1
    6%	-6%	-5%
COc1ccc(C2CC(=O)c3c(O)cc(O)cc3O2)cc1O (stereo unspecified)
    -1%	11%	-11%
NC(=O)c1nsc(C(=O)N(CC(=O)NCc2ccc3c(c2)OCO3)C2CCCCC2)c1N
    10%[2.35 µM]	6%&-18%	-2%
CCOC(=O)Cc1csc(NC(=O)CCCc2ccccc2)n1
    -12%	-7%	-8%
CCOC(=O)C(NC(C)=O)(Nc1ccc(S(=O)(=O)Nc2cc(C)nc(C)n2)cc1)C(F)(F)F (stereo unspecified)
    3%	7%	-3%
COc1ccc(NC(=O)C2OC3OC(C)(C)OC3C3OC(C)(C)OC23)cc1 (stereo unspecified)
    -25%	-3%	-6%
NC(=O)CC(NC(=O)Cc1cccc2ccccc12)c1ccc(NC2CCC2)c([N+](=O)[O-])c1 (stereo unspecified)
    6%	-15%	19%
COc1cc(OC)cc(C(=O)NNC(=O)c2cc(=O)[nH]c3ccccc23)c1
    0%	4%	1%
Cc1sc2nc3c(SC(C)C(=O)O)cc(C(=O)c4ccccc4O)cn3c(=O)c2c1C (stereo unspecified)
    10%	-28%	-1%
COc1ccc(NS(=O)(=O)c2ccc(OC)c(OC)c2)cc1OC
    -1%	-16%	-2%
O=C(CSc1nc(-c2ccco2)cc(C(F)(F)F)n1)Nc1ccc2c(c1)OCO2
    15%	-3%	-10%
Cc1ccc(OCc2nnc(SCC(=O)N3c4ccccc4Sc4ccc(Cl)cc43)o2)cc1
    2%	-12%	-5%
